Screening data from PubChem BioAssay.
Large T inhibition – TAg ATPase/helicase activity blockers – biochemical (AID 1903) | SV40 large T antigen ATPase/helicase inhibition assay; higher % means a stronger effect | inhibition, % at 20 µM, or IC50 in µM where a hit was titrated | 310,000 tested, 0.39% active; in the data active = a potency from the dose series; inconclusive = inhibition mostly from about 32% at the one dose, without a potency; inactive = the rest, 99 in 100 with inhibition below about 32%; note: strong numbers were not always called active
NS5 inhibitors – Dengue-2 NS5 methyltransferase inhibitors, primary screen, biochemical, confirmation dose response (AID 588689); Dengue-2 NS5 methyltransferase capping enzyme assay, biochemical; higher % means a stronger effect; inhibition, % at 25 µM; hits with a dose series show IC50 in µM; 340,000 tested, 0.3% active; in the data active = a potency from the dose series; inconclusive = inhibition above about 29% without an active follow-up result
LYP inhibition – inhibitors of LYP phosphatase, biochemical, fluorescence intensity, uHTS (AID 1779); recombinant LYP phosphatase, fluorescence intensity; higher % means a stronger effect; inhibition, % at 11.5 µM; hits with a dose series show IC50 in µM; 290,000 tested, 0.054% active; in the data active = inhibition above about 50%;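 note: plate controls were vehicle with enzyme for no effect and no enzyme for full effect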
RSV antiviral HEp-2 – inhibition of RSV-induced cytopathic effect – HEp-2 cells, primary 10 µM value included (AID 2391); one-dose CPE inhibition, % at 10 µM; IC50 in µM for titrated hits; 310,000 tested, 0.13% active; HEp-2 cells, RSV-induced CPE inhibition; higher % means a stronger effect; in the data active = a potency from the dose series; inconclusive = CPE inhibition mostly from about 23% at the one dose, without a potency; inactive = the rest, 99 in 100 with CPE inhibition below about 21%; note: strong numbers were not always called active
HIV peptide binding – cell-free HIV fusion peptide-binding blockers – biochemical, uHTS, fluorescence dequenching, primary screen (AID 1986); cell-free peptide binding, fluorescence dequenching, 30 min; higher % means a stronger effect; one-dose inhibition, % at 20 µM; IC50 in µM for titrated hits; 290,000 tested, 0.3% active; in the data active = inhibition mostly above about 52%, no sharp cut-off; inactive = mostly below about 76%; note: some results filed as inactive read as strong as hits
XIAP antagonists – XIAP antagonists, biochemical, IAP family, fluorescence polarization (AID 1018) | XIAP BIR domain, fluorescence polarization peptide displacement; higher % means a stronger effect | displacement, % at 20 µM; hits with a dose series show IC50 in µM | 200,000 tested, 0.007% active; in the data active = displacement above about 50%; note: a part of the inactive calls stands beside numbers as strong as those of hits
AID2073 – disruptors of CaV2.2 binding to Mint1 – biochemical, HTRF (AID 2073). HTRF protein-protein interaction, Mint1-CaV2.2; higher % means a stronger effect. inhibition, % at 20 µM; hits with a dose series show IC50 in µM. 290,000 tested, 0.19% active; in the data active = inhibition mostly above about 51%, no sharp cut-off; inconclusive = no clear call, values can overlap the other calls; inactive = mostly below about 53%; note: some results filed as inactive read as strong as hits
MgcRacGAP inhibition – MgcRacGAP GTPase-activating activity inhibitors, confirmation, biochemical, ADP Hunter fluorescence; MgcRacGAP-stimulated Rac1 GTP hydrolysis, ADP Hunter fluorescence; higher % means a stronger effect; GST-tagged Rac1 F28L mutant substrate; inhibition, % at 30 µM, or IC50 in µM where a hit was titrated; 340,000 tested, 0.6% active; AID 624330;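 active = first-screen hits whose inhibition reached a set limit at any dose in the follow-up dose series; inconclusive = inhibition above the set first-screen limit but never retested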;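 note: fluorescence reports GDP produced by GAP-driven GTP hydrolysis; strong numbers were not always called active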
Siah-1 displacement – Siah-1 peptide-binding antagonists, primary screen, biochemical, fluorescence polarization, rhodamine-plectin, uHTS (AID 1817); Siah-1 / rhodamine-plectin peptide fluorescence polarization; higher % means a stronger effect; displacement, % at 20 µM, or IC50 in µM where a hit was titrated; 290,000 tested, 0.02% active;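 active = displacement of at least 50% at 20 µM, with a fluorescence ratio check between 0.3 and a set limit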;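 note: plate controls were Siah plus tracer with DMSO for no effect and tracer alone without Siah for full effect; strong numbers were not always called active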
NS5 inhibitors pilot replicate – further read-out of NS5 inhibitors, marked with its call; inhibition, %; measured here: pilot screen replicate inhibition
* marks the source's active call; other numbers are inactive results; ? = inconclusive; nt = not tested or not shown.

SMILES	Large T inhibition	NS5 inhibitors	LYP inhibition	RSV antiviral HEp-2	HIV peptide binding	XIAP antagonists	AID2073	MgcRacGAP inhibition	Siah-1 displacement	others
CC(C)(O)C(=O)NNC(=S)Nc1ccc(F)c(Cl)c1	5%	-4%	3%	-1.0%	-2.1%	2.8%	4%	-1%	3%
OCC1CCN(Cc2nc(Cc3ccccc3Cl)no2)CC1	3%	-6%	-7%	0.0%	0.4%	-3.0%	1%	5%	-4%
CCOC(=O)N1CCN(C(=O)COC(=O)Cc2ccc(Cl)cc2)CC1	2%	-2%	-10%	1.9%	0.3%	nt	13%	8%	1%
CCCCn1nnnc1SCC(=O)Nc1sc2c(c1C#N)CCCC2	18%	1%	-2%	8.1%	3.2%	-1.9%	-8%	11%	0%
COC/C=C/C1=CC2=CC(=O)C(C)(OC(=O)c3cnc4ccccc4n3)C(=O)C2=CN1CCN1CCOCC1 (stereo not drawn)	14%	6%	-15%	0.6%	8.8%	nt	-9%	11%	3%
O=C(Nc1ccccc1OC(F)F)C1CCCN1C(=O)c1cccs1 (stereo not drawn)	-5%	-4%	-5%	1.7%	1.5%	-9.4%	0%	1%	8%
COc1ccc(CNC(=O)c2cccnc2Sc2ccc(C)c(C)c2)cc1	6%	-7%	-10%	1.0%	-1.4%	-13%	2%	-6%	-2%
S=c1[nH]c2cnccc2n1Cc1ccccc1	1%	-5%	-8%	0.3%	-1.5%	nt	-14%	nt	-2%
O=C(c1cccc(NS(=O)(=O)c2ccccc2)c1)N1CCCC1	5%	-1%	-8%	0.5%	0.3%	nt	14%	5%	-3%
CCCC(=O)Nc1ccc(N2CCN(C(=O)c3ccccc3C)CC2)cc1	8%	19%	-8%	1.6%	-0.1%	1.2%	-3%	2%	4%
O=S(=O)(CCCc1ccccc1)c1ncn[nH]1	5%	0%	-3%	0.7%	-1.1%	-8.5%	-6%	5%	1%
Cc1nn(-c2cc(N3CCNCC3)ccc2[N+](=O)[O-])c(=O)c2ccccc12	9%	2%	-4%	0.7%	-2.2%	-7.0%	-20%	3%	-5%
CC(=O)/C(N=Nc1cc2c(c([N+](=O)[O-])c1C)C(C)(C)CC2(C)C)=C(\C)O	4%	nt	4%	20%	-0.5%	nt	-1%	nt	7%
Cc1nn(-c2ccccc2)c(C)c1[N+](=O)[O-]	0%	-3%	-1%	1.6%	-1.5%	-4.4%	-4%	6%	8%
Cc1cccc(C(=O)N/C(=C\c2ccc(C)o2)C(=O)O)c1	10%	-4%	-6%	1.8%	0.8%	nt	4%	9%	2%
CC1(C)CC(=O)C(C=NCCN2CCN(CCCCS(=O)(=O)O)CC2)=C(O)C1	8%	-3%	-4%	-1.4%	1.4%	-0.6%	26%	12%	6%
CC1CCCCC1NC(=O)C(=O)NCC1CCCO1 (stereo not drawn)	7%	-6%	-7%	0.4%	-0.7%	-4.2%	-10%	-1%	33%
CSc1cccc(-n2c(C)cc(C(N)=O)c2C)c1	7%	-2%	0%	1.1%	0.9%	-2.9%	-5%	2%	2%
O=C(Nc1ccc(O)cc1C(=O)O)c1cccs1	9%	nt	-2%	0.3%	1.5%	-9.5%	-8%	10%	2%
Cc1cccc(-c2nc3ccccc3c(=O)n2NC(=O)/C=C/c2ccc([N+](=O)[O-])cc2)c1	6%	-9%	-4%	1.3%	-4.8%	-2.5%	5%	9%	3%
C=CCSc1nnc(Cn2c(=O)sc3ccccc32)n1C	6%	-4%	0%	2.3%	0.0%	-3.2%	13%	5%	14%
Cn1c(=O)oc2cc(S(=O)(=O)N3CCN(Cc4ccc5c(c4)OCO5)CC3)ccc21	6%	0%	-10%	0.1%	-1.3%	-7.2%	-1%	6%	-2%	NS5 inhibitors pilot replicate=4.3
CN(C)CCNCCCOc1ccccc1-c1ccccc1	3%	nt	-6%	-3.9%	0.6%	-0.7%	1%	nt	0%
COc1ccc(Cl)cc1NC(=O)CCN1CCOCC1	9%	3%	-3%	0.5%	-0.6%	nt	13%	10%	5%
COCn1c(-c2cccc(Br)c2)nc2ccccc21	2%	-11%	-5%	1.0%	-2.2%	0.1%	5%	9%	-1%	NS5 inhibitors pilot replicate=-0.8
CCOC(=O)c1[nH]c2ccc(OC)cc2c1NC(=S)N1CCN(C(=O)OCC)CC1	21%	-5%	-3%	2.3%	-0.3%	-5.3%	0%	20%	-6%
CC(=O)Oc1ccc2cc(-c3nc4ccccc4n3C)c(=O)oc2c1	18%	-3%	-1%	-0.7%	5.4%	-4.6%	-15%	-3%	7%
O=c1oc(-c2ccccc2NS(=O)(=O)c2ccc(F)cc2)nc2ccccc12	11%	-4%	3%	1.6%	7.1%	nt	21%	1%	6%
COC(=O)c1cc(OC)nc2ccc(Br)cc12	4%	5%	-4%	0.5%	1.1%	nt	22%	4%	8%
CCC(CC)c1nnc(NC(=O)c2ccc([N+](=O)[O-])cc2)s1	29%	-4%	-3%	4.1%	-1.5%	-4.0%	0%	6%	-1%

Grouped by structure, those above with fluorine.
SMILES	Large T inhibition	NS5 inhibitors	LYP inhibition	RSV antiviral HEp-2	HIV peptide binding	XIAP antagonists	AID2073	MgcRacGAP inhibition	Siah-1 displacement	others
CC(C)(O)C(=O)NNC(=S)Nc1ccc(F)c(Cl)c1	5%	-4%	3%	-1.0%	-2.1%	2.8%	4%	-1%	3%
O=C(Nc1ccccc1OC(F)F)C1CCCN1C(=O)c1cccs1 (stereo not drawn)	-5%	-4%	-5%	1.7%	1.5%	-9.4%	0%	1%	8%
O=c1oc(-c2ccccc2NS(=O)(=O)c2ccc(F)cc2)nc2ccccc12	11%	-4%	3%	1.6%	7.1%	nt	21%	1%	6%

Later entries
SMILES	Large T inhibition	NS5 inhibitors	LYP inhibition	RSV antiviral HEp-2	HIV peptide binding	XIAP antagonists	AID2073	MgcRacGAP inhibition	Siah-1 displacement	others
Cc1cc(NC(=O)c2ccc(F)cc2)n(C)n1	7%	5%	-9%	2.7%	2.5%	nt	-6%	3%	1%
CSc1ccc(/C=N/Nc2nc(C)cc(=O)[nH]2)cc1	13%	2%	6%	0.9%	-0.7%	-6.3%	25%	22%	-4%
CCn1nc(C)c(CNC(=O)c2cc(COc3ccc(F)cc3Cl)on2)c1C	16%	-2%	-8%	-0.5%	-1.9%	nt	?	6%	-6%
Cc1cc(=O)cc(C)[nH]1	8%	-5%	-4%	0.1%	3.2%	-6.2%	-4%	2%	3%
Cc1cc(C)c2c(=O)[nH]c(=O)n(Cc3ccccc3)c2n1	2%	5%	-5%	-2.2%	-1.6%	-21%	6%	13%	0%
O=C(Nc1ccccn1)C1(c2ccccc2)CCCC1	1%	-1%	-7%	2.2%	-0.8%	-0.7%	-2%	10%	-4%
O=C(Nc1ccc(S(=O)(=O)Nc2nccs2)cc1)c1ccc(N2C(=O)c3ccccc3C2=O)cc1	1%	?	-6%	2.7%	18%	-9.0%	59%*	11%	4%
CC1=C(C(=O)Nc2cc(C)ccc2C)C(c2cccs2)NC(=S)N1 (stereo not drawn)	2%	-11%	-7%	0.8%	-4.6%	-2.6%	-6%	7%	-1%	NS5 inhibitors pilot replicate=-3.9
Cc1cccc(CC(=O)Nc2c3c(nn2-c2cccc(Cl)c2)CS(=O)C3)c1 (stereo not drawn)	9%	-2%	-4%	0.3%	-0.5%	-2.1%	16%	5%	4%
O=c1[nH]c(CN2CCN(S(=O)(=O)c3ccc4c(c3)OCCO4)CC2)nc2sc3c(c12)CCCC3	11%	1%	11%	5.1%	0.1%	-4.4%	24%	10%	-3%
O=C(N/N=C/c1cccs1)c1ccc2ncccc2c1	7%	-3%	-3%	-1.3%	-1.4%	-18%	13%	-3%	3%
CCOC(=O)C1CCN(C(=O)C23CC4CC(CC(C4)C2)C3)CC1	0%	-1%	-6%	2.3%	-1.8%	-2.4%	4%	1%	1%
C=C(C)C1Cc2nc(N)nc(C)c2C1 (stereo not drawn)	22%	-3%	-9%	2.1%	-0.7%	0.4%	8%	2%	6%
COc1ccc(-c2noc(CCC(=O)NCCCN3CCC(Cc4ccccc4)CC3)n2)cc1	6%	-4%	-2%	14%	7.1%	-8.3%	6%	3%	-4%
CCC/C=N/NC(=O)c1[nH]c2c([N+](=O)[O-])cccc2c1C	5%	-15%	-2%	3.3%	-2.8%	-6.1%	27%	7%	3%
CCn1cc(CNC(=O)C2CCC(=O)N(Cc3ccc(Cl)cc3)C2)cn1 (stereo not drawn)	9%	0%	-8%	2.7%	0.4%	nt	2%	3%	-6%
O=C(CCl)NN1C(=O)NC2(CCCCC2)C1=O	3%	-8%	-8%	11%	0.4%	-7.5%	-4%	3%	-2%
O=C(CCCc1ccccc1)NCCC1=CCCCC1	7%	1%	-2%	-1.9%	-1.4%	-6.9%	-2%	2%	2%
O=C(O)C1CCCN(S(=O)(=O)c2cccc3cccnc23)C1 (stereo not drawn)	-4%	-5%	0%	3.9%	0.3%	-8.0%	-1%	1%	2%
CC(C)(C)NC(=O)Cn1c(-c2nonc2N)nc2ccccc21	15%	-7%	-2%	0.8%	-1.3%	-5.1%	-1%	10%	0%
Cn1nc(C(F)(F)F)c(-c2ccc(F)cc2)c1NC(=O)Nc1ccc(F)cc1	2%	nt	1%	16%	0.8%	nt	6%	nt	0%
O=C(NNC1OC(CO)C(O)C(O)C1O)c1cccnc1 (stereo not drawn)	nt	-1%	-11%	2.2%	1.1%	-8.0%	4%	7%	6%
Cc1ccc(N(CC(=O)Nc2cc(Cl)ccc2Oc2ccccc2)S(C)(=O)=O)c(C)c1	3%	-6%	0%	5.2%	-0.5%	-1.2%	3%	16%	-11%
CCCCn1c(SC(C)C(=O)c2ccc(OC)cc2)nc2cc(S(N)(=O)=O)ccc21 (stereo not drawn)	18%	-1%	1%	4.2%	-1.9%	0.8%	-6%	4%	-3%
COc1cc(-n2c(=O)c3ccccc3n(Cc3cc(=O)n4ccccc4n3)c2=O)cc(OC)c1OC	16%	2%	0%	2.0%	-0.6%	3.6%	-4%	4%	4%
O=C(c1ccc2c(=O)n(Cc3ccco3)c(=S)[nH]c2c1)N1CCN(Cc2ccccc2)CC1	17%	-1%	-6%	-0.4%	-3.4%	-7.9%	-3%	-3%	-2%
O=C1/C(=C\c2ccccc2)SC(=S)N1CCC(=O)N1CCCCC1CCO (stereo not drawn)	12%	-4%	-7%	-0.9%	-1.5%	nt	21%	11%	0%
COc1cccc(-n2c(SCC(N)=O)nnc2-c2ccncc2)c1	8%	1%	6%	1.3%	3.2%	-5.6%	6%	6%	1%
Cc1cccc2nc(-c3ccco3)c(Nc3ccc4c(c3)OCO4)n12	?	4%	0%	1.6%	58%	-7.5%	77%	13%	80%
Cc1ccc(Sc2ncnc3onc(C)c23)c(C)c1	4%	-4%	1%	nt	0.8%	-8.3%	2%	5%	-2%
CCC(C)NC(=O)c1cn(C)c(=O)c2cc(OC)c(OC)cc12 (stereo not drawn)	3%	2%	-7%	0.6%	-0.5%	-1.6%	-1%	4%	2%
CN1CCN(S(=O)(=O)c2cccc(C(=O)N(Cc3nnc(-c4ccc(Cl)cc4)o3)C3CC3)c2)CC1	23%	1%	nt	-0.2%	nt	nt	nt	4%	nt
